Lipid storage S3: qHTS Assay for Lipid Storage Modulators in Drosophila S3 Cells. Drosophila S3 cells, BODIPY lipid droplet fluorescence, 18-24 h; cells fed with added oleic acid. Potency in µM for hits, for the others lipid storage change, negative = inhibition, % at the top dose, mostly 46.1 µM. 0.64% of 320,000 active. AID 2685; active = well fitted inhibition curve with a large enough effect in the signal ratio, with a control signal flat, not every such curve was filed as active; inconclusive = small, poorly fitted or top-dose-only effect, or effect the other way, or a change in a side signal; the % refers to the signal ratio
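Laser-scanning cytometry quantifies lipid droplet accumulation (500–530 nm total intensity; droplet/cell object ratio) in oleic acid-fed (400 uM added) Drosophila S3 cells treated with a concentration series. 20 uM Triacsin C defined 100% inhibition.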
Lipid storage S3 cell count max: further read-out of Lipid storage S3, marked with its call; cell number change, %; measured here: cell count max response;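 cells counted by Cell Tracker Red CMTPX staining in the red channel; peak over a dose series mostly up to 46.1 µM; percent activity relative to internal control wells on each plate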
Active calls of the source: *; i = inactive; u = inconclusive; x = not tested or not shown; [ ] = another dose, or the depositor's remark. % is scaled to controls: 0 for no effect and ±100 for the full control effect; potency is read from the fitted curve at half-maximal effect.

Lipid storage S3	Lipid storage S3 cell count max	SMILES
1%	13	Cc1ccccc1NC(=O)COC(=O)c1cccnc1
u	x	O=C(c1ccc(Br)o1)N1CCC(c2nc3ccccc3[nH]2)CC1
u	x	O=c1[nH]sc2ccccc12
u	x	Cc1cc(C)n(Cc2ccc(Cl)nc2)n1
u	x	CCOc1ccccc1N1CC(O)=C(c2nc3ccccc3s2)C1=N
u	x	Cc1nn(CCC(=O)O)c2nc(-c3cccnc3)cc(C(F)(F)F)c12
14%	-14	COc1cc(/C=C/C(=O)OCC(=O)NCCc2ccccc2)cc(OC)c1OC
i	17	COc1ccc(-c2nc(CS(=O)(=O)CC(=O)NCc3ccc4c(c3)OCO4)c(C)o2)cc1
5%	5	COC(=O)c1sccc1NC(=S)N1CCN(C)CC1
5%	x	Clc1ccc(OCc2nnc3n2CCCCC3)c(Cl)c1
u	x	CCOc1ccc(NC(=S)Nc2cccnc2)cc1
-3%	-3	O=C(CNC(=S)N(Cc1ccccc1)Cc1cccnc1)NCCN1CCOCC1
1%	-11	CC1=CC(C)C(/C=N/n2cnnc2)C(C)C1 (stereo not drawn)
u	x	COc1ccc(S(=O)(=O)NNC(=O)c2csc(-n3nc(C)cc3C(F)(F)F)n2)cc1OC
u	x	Cc1cccc(C)c1-n1nnnc1SCC(=O)N1CCNC1=O
u	x	CCn1c(SCC(=O)NCc2ccccc2)nnc1C(CO)NC(=O)c1ccccc1 (stereo not drawn)
u	x	CN1C(=O)/C(=N/OC(=O)c2ccccc2)c2ccccc21
u	x	O=[N+]([O-])c1cccc(CN2CCN(S(=O)(=O)Cc3ccccc3)CC2)c1
6%	-15	CCN(CC(=O)NCc1cccs1)c1ccc(S(=O)(=O)N2CCOCC2)cn1
u	x	CCCCN(Cc1cc2cc(OC)ccc2[nH]c1=O)C(=O)c1ccccn1
i	29	Cc1cc(C(=O)CN2C(=O)NC3(CCCc4ccccc43)C2=O)c(C)n1C (stereo not drawn)
-23%	17	Cc1ccccc1CN(C)CCS(=O)(=O)c1cc(Cl)ccc1Cl
22%	-12	Cn1cc(S(=O)(=O)N2CCN(c3ccc(F)cc3)CC2)c(=O)n(C)c1=O
6%[0.0737 µM]	2	NC(=O)c1ccc(NC(=O)COc2coc(CN3CCc4ccccc4C3)cc2=O)cc1
17%	11	COc1ccc(C(=O)NCCCCNC(=O)c2ccc(OC)c(OC)c2)cc1OC
u	x	O=C(Cc1ncc(C(F)(F)F)cc1Cl)NCCc1ccccn1
i	x	COCCNC(=O)c1cn(C)c2ccc(S(=O)(=O)N3CCCC3)cc2c1=O
u	x	Cc1cccc(-n2ncc3c2CCCC3NC(=O)CCc2ccncc2)c1C (stereo not drawn)
i	x	CCN(CC)CC(=O)c1ccc(-c2ccccc2)cc1
-1%	2	CC1CCN(CCCNC(=O)c2cc3c(s2)-c2ccccc2OC3)CC1

Next part.
Lipid storage S3	Lipid storage S3 cell count max	SMILES
-19%	21	Cc1ccc(Cn2c(=N)c(C(=O)NCCN3CCOCC3)cc3c(=O)n4ccccc4nc32)cc1
9%	-24	CC(C)(CO)NCc1ccc(Br)cc1
i	-21	Cc1ccn2cc(-c3ccc(O)c(O)c3)nc2c1
-2%	2	CCCCSC(=S)NC1CCS(=O)(=O)C1 (stereo not drawn)
u	x	COCCCNC(=O)c1ccc2c(=O)n(Cc3ccc(Cl)cc3)c(=S)[nH]c2c1
u	x	Cn1c(=O)c2c(nc(Sc3ncnn3CC(=O)NC3CCCCC3)n2C)n(C)c1=O
0%	8	C/C(=N\NC(=O)C1(C)NC(C)(C)Cc2ccccc21)c1ccccc1 (stereo not drawn)
7%	3	CCOc1ccc(C(CC(=O)O)NC(=O)c2ccco2)cc1 (stereo not drawn)
u	x	O=C1c2ccccc2C(=O)c2[nH]cnc21
2%	4	CCN(CCCNC(=O)CN(C)S(=O)(=O)c1ccc2c(c1)CCC(=O)N2)c1cccc(C)c1
10%	0	CCOc1cc2[nH]c(=O)n(CCC(=O)N3CCN(c4ccccc4OC)CC3)c(=O)c2cc1OCC
u	x	C=CCc1cccc(CNc2c(C)cc(C)cc2C)c1O
u	x	O=C(CNS(=O)(=O)c1ccccc1)Nc1ccc2c(c1)OCO2
u	x	CCOc1ccccc1N(C(=O)c1ccco1)C(C(=O)NC1CCCC1)c1cccnc1 (stereo not drawn)
u	x	c1ccc(CCn2nnnc2CN2CCc3ccccc32)cc1
u	x	CCOC(=O)C1CCN(C(=O)c2ccccc2NC(=O)C2=C(C)OCCS2)CC1
u	x	Cc1cccc(OCc2nnc(SCC(=O)N3CCN(c4ccccc4)CC3)o2)c1C
-13%	-16	O=C(CCCCn1c(=O)[nH]c2ccccc2c1=O)NCCC1=CCCCC1
u	x	CC1(C)C(=S)N(Cc2ccccc2)c2ccccc21
6%	2	COc1ccc(C2OC(=O)CC2C(=O)NCc2ccc(C)cc2)cc1OC (stereo not drawn)
u	x	Cc1ccc(-c2nc3c(c(SCC(=O)N4CCOCC4)n2)Cc2c(CO)cnc(C)c2O3)cc1
u	x	CCOC(=O)C1(CC2CCCCO2)CCN(S(=O)(=O)c2ccc(OC)cc2)CC1 (stereo not drawn)
i	0	Cc1c(C(=O)NCCCN2CCCC2=O)oc2ccc(S(=O)(=O)N3CCOCC3)cc12
16%	24	CCOC(=O)CNC(=O)C1CCCc2c1[nH]c1ccc(Cl)cc21 (stereo not drawn)
u	x	CCOc1ccc(NC(=S)NN(C)C(=S)Nc2ccc(OCC)cc2)cc1
-5%	3	Cc1ccc2nsnc2c1S(=O)(=O)N1CCCC1
i	x	Cc1cc(C(C)(C)C)nc2[nH]n(-c3ccccc3)c(=O)c12
u	x	Cc1cc(-c2nnc(CCC(=O)NC(C)c3cccc4ccccc34)o2)no1 (stereo not drawn)
u	x	Cn1c(CC(=O)NNC(=O)c2ccccc2[N+](=O)[O-])nc2ccccc21
u	x	COc1ccc(CCNC(=O)c2cc(C3CC3)nc3c2cnn3C(C)C)cc1

Of the compounds above, 4 have a furan ring, fused or not:
Lipid storage S3	Lipid storage S3 cell count max	SMILES
u	x	O=C(c1ccc(Br)o1)N1CCC(c2nc3ccccc3[nH]2)CC1
7%	3	CCOc1ccc(C(CC(=O)O)NC(=O)c2ccco2)cc1 (stereo not drawn)
u	x	CCOc1ccccc1N(C(=O)c1ccco1)C(C(=O)NC1CCCC1)c1cccnc1 (stereo not drawn)
i	0	Cc1c(C(=O)NCCCN2CCCC2=O)oc2ccc(S(=O)(=O)N3CCOCC3)cc12

Fetched by compound from above, 4 records:
Lipid storage S3	Lipid storage S3 cell count max	SMILES
u	x	COc1ccc(S(=O)(=O)NNC(=O)c2csc(-n3nc(C)cc3C(F)(F)F)n2)cc1OC
u	x	Cc1cccc(-n2ncc3c2CCCC3NC(=O)CCc2ccncc2)c1C (stereo not drawn)
u	x	Cn1c(=O)c2c(nc(Sc3ncnn3CC(=O)NC3CCCCC3)n2C)n(C)c1=O
17%	11	COc1ccc(C(=O)NCCCCNC(=O)c2ccc(OC)c(OC)c2)cc1OC

Next section
Lipid storage S3	Lipid storage S3 cell count max	SMILES
u	x	CC(C)Cn1c(SCc2nnc(-c3cccs3)o2)nc(O)cc1=O
-8%	-2	CC(C)C[C@H](NC(=O)OC(C)(C)C)C(=O)N/N=C/c1ccc2nccnc2c1
4%	-25	O=C(CSc1nc2nc(-c3cccs3)cc(C(F)(F)F)c2c(=O)[nH]1)NCc1ccco1
-11%	0	Cc1ccc(NC(=O)/C=C/c2ccco2)nc1
u	x	COc1ccc(S(=O)(=O)N2CCOCC2)cc1NC(=O)CSc1nnc(N)s1
6%	-1	Cc1cc(C)n(-c2nc(NCCN(C)C)c3c4c(sc3n2)COC(C)(C)C4)n1
13%	-8	CCc1c(C)c(C#N)c2nc3ccccc3n2c1N1CCN(c2cc(C)ccn2)CC1
u	x	Cc1cccc[n+]1CC(=O)Nc1ccccc1
u	x	CCOC(=O)C1=C2N(C)c3ccccc3N2CCC1=O
u	x	CCOc1ccc(/C=C/C(=O)N(C)CC(=O)Nc2cccc(F)c2)cc1OCC
u	x	CCOc1ccc(Br)cc1S(=O)(=O)Nc1cccc(S(=O)(=O)N(CC)CC)c1
16%	6	CC1CCCCN1CCCNc1ccc(C(CC(N)=O)NC(=O)c2ccccc2)cc1[N+](=O)[O-] (stereo not drawn)
-22%	-3	O=C(CCSc1ccccc1)NCC1CCCO1 (stereo not drawn)
-20%[0.0737 µM]	x	COc1ccccc1NS(=O)(=O)c1cccc(C(=O)NCc2ccncc2)c1
28%	2	Clc1ccc(C2=NOC(c3nnc(-c4ccccc4)o3)C2)cc1 (stereo not drawn)
u	x	O=C(c1cc(C2CC2)on1)N1CCN(c2ccc(F)cc2)CC1
i	7	O=C(Nc1ccccc1C(=O)Nc1ccccn1)c1cccc([N+](=O)[O-])c1
u	x	O=C(CCN1CCN(S(=O)(=O)c2cccc([N+](=O)[O-])c2)CC1)Nc1ccccc1F
u	x	COCCn1nnnc1C(c1ccc(OC)c(OC)c1)N1CCc2ccccc21 (stereo not drawn)
u	x	CCCc1ccc(-c2cc(C(=O)Nc3ccc([N+](=O)[O-])cn3)c3ccccc3n2)cc1
-1%	-7	COc1ccc(OC)c(N/C(C)=C/C(=O)c2ccc(Br)cc2)c1
16%	16	C/C(=N\Nc1ccc(S(N)(=O)=O)cc1[N+](=O)[O-])c1ccccc1O
u	x	O=C(C1CCCN(S(=O)(=O)c2cccs2)C1)N1CCC(N2CCCCC2)CC1 (stereo not drawn)
u	x	CC1(C)Cc2c(sc(NC(=O)C(=O)N3CCCCC3)c2C(=O)O)CO1
-7%	-10	COCCNC(=O)CNC(=O)c1nn(-c2ccc(OC)c(Cl)c2)c(=O)c2ccccc12
u	x	CCCNC(=S)NC1CCCC1
-9%	2	Cc1nnc2n1N=C(c1ccc3c(c1)NC(=O)CO3)CS2
u	x	COc1ccc(CCNC(=O)CCNC(=O)c2ccccc2Cl)cc1
u	x	CCOC(=O)[C@H]1[C@H]2COc3ccc(Cl)cc3[C@@H]2N2C(=O)c3cc(OC)ccc3NC(=O)[C@@]12C
u	x	CC1CC(C)CN(C(=O)CCCn2c(=O)c3cccn3c3cccnc32)C1 (stereo not drawn)

Record cards, as listed above.
Cc1cccc[n+]1CC(=O)Nc1ccccc1 is entered as Lipid storage S3: u; Lipid storage S3 cell count max: x
Clc1ccc(C2=NOC(c3nnc(-c4ccccc4)o3)C2)cc1 (stereo not drawn) is entered as Lipid storage S3: 28%; Lipid storage S3 cell count max: 2

Other records
Lipid storage S3	Lipid storage S3 cell count max	SMILES
6%	13	CC(C)(C)N1C(=O)c2ccc(C(=O)O)cc2C1=O
-6%	-16	O=C1c2ccccc2CC1(Cc1ccccc1)Cc1ccccc1
u	x	COc1cccc(CNC(=O)COC(=O)/C(C#N)=C/c2ccc(N(C)C)cc2)c1
i	x	COc1ccc(Nc2nnc(-c3ccc(O)cc3)c3ccccc23)cc1
u	x	CSc1ccccc1NC(=O)c1cc(C(C)C)on1
u	x	COc1ccc(/C=C/C(=O)N(CCC(N)=O)c2ccccc2)cc1S(=O)(=O)N1CCOCC1
u	x	CC(C)(C)c1ccc(C(=O)N/C(N)=N/c2nc3ccccc3o2)cc1
u	x	CCCCOc1ccc(C(=O)NNC(=S)NC(=O)CC)cc1
4%	9	COc1cc(OC)c(C(=O)Nc2ccccc2-c2ccccc2)cc1OC
u	x	Cc1noc(C)c1COc1cccc(C(=O)OCC(=O)NC(=O)c2ccc(OC(F)F)cc2)c1
u	x	CCc1ccccc1NC(=O)CNC(=O)c1cc(C2CC2)nn1-c1ccccc1
-5%	-1	NS(=O)(=O)c1ccc(NC(=O)CSC2=NC(=O)C(c3ccccc3)C(=O)N2)cc1 (stereo not drawn)
22%	x	CCC(C)NC(=O)CN1C(=O)COc2ccc(S(=O)(=O)N3CCOCC3)cc21 (stereo not drawn)
-3%	16	CCCOC(=O)CC1C(=O)NCCN1C(=O)OC(C)(C)C (stereo not drawn)
u	x	CCOC(=O)Cn1nnnc1CN(Cc1ccc(OC)cc1)Cc1cc2cc(CC)ccc2[nH]c1=O
-5%	-7	Cc1ccc(N/C(N)=N/c2nc(CSc3nnc(C)s3)cc(=O)[nH]2)c(C)c1
16%	13	CCCCCOC(=O)Cn1c(=O)oc2ccccc21
7%	16	CCC(C)(C)n1c(=O)[nH]c2c(c1=O)CCC2
u	x	CC(C)(C)C(=O)NNC(=O)COc1ccc2ccccc2c1Br
u	x	CC(C)N(C(=O)C[n+]1ccc(/C=N/O)cc1)C(C)C
6%	1	CN(CC(=O)Nc1ccccc1C(F)(F)F)C(=O)COc1ncnc2sccc12
4%	1	O=C1C(=O)N(CCN2CCOCC2)C(c2ccccn2)/C1=C(/O)c1ccccc1 (stereo not drawn)
2%	x	O=C(CN1C(=O)C2(OCCO2)c2ccccc21)c1ccc(Br)cc1
u	x	NC(=O)C[n+]1cccc(C(N)=O)c1
-6%	27	CCOC(=O)C1=C(C)Nc2ccccc2N=C1NC(=O)Cc1ccc(Cl)c(Cl)c1
u	x	Cc1ccc(-c2ccc(SCC(=O)Nc3cc(C)on3)nn2)cc1
u	x	CC(C)C[C@H](NC(=O)N1CCn2c1nc1ccccc12)C(=O)NCc1ccco1
9%	14	CCOC(=O)C1CCCN(Cc2cc(=O)oc3cc(C)c(C)cc23)C1 (stereo not drawn)
u	x	O=C(NCCS(=O)(=O)N1CCC2(CC1)OCCO2)c1ccc(F)cc1
u	x	S=C1NC2(CCCC2)Nc2ccccc21
-17%	25	Cc1ccc(N/C(N)=N/c2nc3c(c(=O)[nH]2)CCCC3)c(C)c1

Only part of the results is shown; the hit share may differ from the screen's.
